Source: PubChem (several laboratories)
NPY1 pot ag: NPY-Y1 receptor potentiators or agonists, primary screen, cell-based. Neuropeptide Y receptor type 1 (Homo sapiens), P25929. NPY-Y1 expressing cells, potentiator/agonist activation. activation, % at 3.6 µM. 220,000 compounds, 0.37% hits. AID 1304, 2008; in the data active = activation above about 33%, passing the limit was not always enough;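 also: cells stimulated with NPY at EC10 then isoproterenol at EC100; 0% = low agonist plus stimulus and 100% = saturating agonist plus stimulus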
PGE2 EP2 inh: human EP2 receptor antagonists, primary screen, TR-FRET cAMP, C6 glioma cells. inhibition, % at 25 µM. C6 glioma cells expressing human EP2; cells stimulated with saturating PGE2. Prostaglandin E2 receptor EP2 subtype (Homo sapiens), P43116. 260,000 compounds, 0.52% hits;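 active = percent inhibition above 40 after rounding to a whole number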;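 also: rat C6 glioma host cells with rolipram phosphodiesterase inhibitor present; the protocol text gives 20 µM as final concentration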
EP2 modulator: EP2 receptor modulators, cAMP readout, primary screen, cell-based, HTRF cAMP, PGE2 stimulation; AID 940, 2007; 260,000 compounds, 0.83% hits; Prostaglandin E2 receptor EP2 subtype (Homo sapiens), P43116; induction, % at 25 µM; EP2-expressing cells, cAMP HTRF FRET, PGE2 co-stimulation;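 active = compounds whose cAMP rise, as percent of the full-agonist control response, exceeds 60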;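 also: rat C6 glioma line stably carrying human EP2 under a CMV promoter; the protocol text gives 20 µM as final concentration; 100% = response of wells given 1 µM PGE2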
NPY-Y1 antag: NPY-Y1 receptor antagonists, primary screen, cell-based | inhibition, % at 3.6 µM | HEK293-CNG Y1 cells, membrane potential fluorescence; NPY at EC95, then isoproterenol | 200,000 compounds, 1% hits | Neuropeptide Y receptor type 1 (Homo sapiens), P25929;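 active = inhibition above the campaign mean inhibition of all tested compounds plus 3 SD, cut at about 20% in these data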;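 also: 0% = DMSO wells given NPY plus isoproterenol and 100% = isoproterenol alone without NPY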
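System: HEK293 cells with Y1 receptor plus CNG channel / Probe or stimulus: NPY 25 nM then isoproterenol 1 µM plus Ro 20-1724 25 µM / Compound: one concentration, 3.6 µM, in 0.4% DMSO / Schedule: compound incubation 1 h at room temperature, readout 45 min post-stimulation / Measured by: membrane potential fluorescence / Read-out: % inhibition of NPY effect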
14-3-3 Bad inh: inhibitors of 14-3-3 zeta/Bad binding, primary screen, biochemical, TR-FRET, bovine 14-3-3 zeta | 14-3-3 protein zeta/delta (Bos taurus), P63103 | TR-FRET 14-3-3zeta/Dy647-pBad peptide displacement, 1 h | inhibition, % at 21.7 µM | 220,000 compounds, 0.71% hits;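 active = inhibition above about 70%, limit read from the data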;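 also: 0% = full 14-3-3 plus peptide FRET controls and 100% = background without 14-3-3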
Target sequence (P63103 whole entry, looked up): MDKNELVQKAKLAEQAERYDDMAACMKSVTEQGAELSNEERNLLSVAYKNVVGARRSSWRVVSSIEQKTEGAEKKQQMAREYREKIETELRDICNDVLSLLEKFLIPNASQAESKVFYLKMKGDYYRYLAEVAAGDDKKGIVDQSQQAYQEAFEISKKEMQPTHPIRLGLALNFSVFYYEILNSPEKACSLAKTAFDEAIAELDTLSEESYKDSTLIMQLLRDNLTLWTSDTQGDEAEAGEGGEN
TRPML3 ag: human TRPML3 channel agonists, primary screen, cell-based, HEK293 TRPML3-YFP, Fluo-8 calcium fluorescence, 3 µM | 220,000 compounds, 0.29% hits | AID 1448, 2008 | activation, % at 3 µM | Mucolipin-3 (Homo sapiens), Q8TDD5 | 100% = the carbachol control signal;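 active = activation above its plate's cutoff, the mean activation of the plate's test wells plus 3 SD, cut at about 12% in these data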;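 also: 0% = DMSO only wells and 100% = carbachol wells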
Target sequence (Q8TDD5 whole entry, looked up): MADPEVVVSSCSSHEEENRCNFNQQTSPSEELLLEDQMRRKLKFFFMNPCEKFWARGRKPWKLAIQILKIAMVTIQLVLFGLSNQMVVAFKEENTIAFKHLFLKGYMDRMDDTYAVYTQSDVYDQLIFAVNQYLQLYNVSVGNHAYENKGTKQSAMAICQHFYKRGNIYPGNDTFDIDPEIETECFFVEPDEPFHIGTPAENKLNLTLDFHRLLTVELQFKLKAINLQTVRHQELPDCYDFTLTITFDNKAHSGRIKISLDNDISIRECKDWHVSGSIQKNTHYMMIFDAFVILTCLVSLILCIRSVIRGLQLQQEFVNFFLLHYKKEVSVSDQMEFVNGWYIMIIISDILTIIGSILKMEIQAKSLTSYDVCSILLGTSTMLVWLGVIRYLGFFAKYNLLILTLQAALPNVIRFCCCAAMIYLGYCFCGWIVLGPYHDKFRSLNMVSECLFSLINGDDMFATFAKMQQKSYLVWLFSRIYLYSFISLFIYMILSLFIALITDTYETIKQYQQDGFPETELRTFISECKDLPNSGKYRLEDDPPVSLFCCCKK
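Test system – HEK293 line with stable expression of human TRPML3-YFP channel · Control set – carbachol 87 µM final as high control (100%), DMSO as low control (0%) · Signal – Fluo-8 calcium dye fluorescence, ex 470-495, em 515-575 nm · Incubation – 1-h 37 °C dye load, 5-s basal, 120-s post-compound reads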
zfTRPN1 agonist: zebrafish TRPN1 channel agonists, primary screen, cell-based, HEK293, calcium fluorescence | transient receptor potential cation channel N1 (TRPN1/NompC), Danio rerio | activation, % at 3 µM | 220,000 compounds, 0.18% hits | HEK293 zebrafish TRPN1-YFP, Fluo-8 calcium fluorescence; 100% = response to 87 µM carbachol;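 active = activation above its plate's cutoff, the mean activation of test wells on that plate plus 3 SD, cut at about 19% in these data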;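 also: 0% = DMSO alone and 100% = 87 µM carbachol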
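Material: zebrafish TRPN1-YFP in HEK293 cells. Doses: one dose of 3 µM, 0.3% DMSO. Incubation: dye 1 h 37 °C plus 30 min RT. Measured by: intracellular calcium fluorescence with Fluo-8.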
PPC-1+TRAIL kill: compounds killing PPC-1 cancer cells with TRAIL present, primary screen, TRAIL potentiator project, ATPLite luminescence, uHTS; PPC-1 cells + TRAIL, ATPLite viability luminescence; cell killing (% activity), % at 4 µM; 220,000 compounds, 0.41% hits;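 active = cell killing above 50% in the first pass at 4 µM, then a duplicate retest at 5 µM averaging 50% or more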;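 also: plate controls were cells with TRAIL plus DMSO for no effect and medium-only wells lacking cells for full effect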
CHOP inhibitor: inhibitors of CHOP promoter induction, primary screen, cell-based, unfolded protein response, luciferase reporter; CHO-K1 CHOP-promoter luciferase, tunicamycin-induced, 15-18 h; inhibition, % at 10 µM; 220,000 compounds, 3.8% hits;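 active = compounds that reduced the stress-induced luciferase reporter signal by more than about 70% of percent inhibition, limit read from the data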;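 also: 0% = tunicamycin plus vehicle and 100% = wells without tunicamycin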
* hit, by the source's call; . = not tested or not shown; & = joins results of further samples; [ ] = dose if it differs, or a comment. A portion of the library, so the mix of outcomes need not match the whole.

SMILES	NPY1 pot ag	PGE2 EP2 inh	EP2 modulator	NPY-Y1 antag	14-3-3 Bad inh	TRPML3 ag	zfTRPN1 agonist	PPC-1+TRAIL kill	CHOP inhibitor
COc1ccccc1Cn1nnc2c(=O)[nH]c(C3CCN(C(=O)c4ccccc4Cl)CC3)nc21	-4.0	-2.2	3.1	-0.3	7.4	-0.6	-0.4	38.6	39.7
CCN(CC)CCn1c(N)nc2ccccc21	-1.8	7.5	12.7	.	0.9	0.7	0.8	-0.4	-16.4
Cc1coc(=N)n1CC(=O)c1ccc(Cl)cc1	-5.6	3.3	-11.8	-1.6	-16.3	-0.7	-2.3	-5.4	-0.7
NC(=NC1CCCCC1)c1ccc(Cl)cc1	-6.5	10.4	14.6	6.9	-8.6	0.5	-0.3	30.6	6.0
COC(=O)Cn1c(=NC(=O)c2ccc(Cl)s2)sc2cc(C)ccc21	8.9	7.9	1.0	0.0	0.0	0.8	1.2	30.9	-9.9
COc1cccc(C2=Nn3c(nnc3-c3ccccc3O)SC2)c1	-77.3	14.6	27.5	7.0	-1.9	-1.2	-1.4	-11.8	69.7
COc1ccc(-c2cc(=Nc3ccc(C(=O)O)cc3)c3cc(C)ccc3o2)cc1	-3.6	3.0	33.9	4.3	-0.7	0.8	0.8	12.2[5 µM]	-32.4
COc1ccc(CN2CCNC(=O)C2CC(=O)N(C)Cc2nccn2C)cc1OC (configuration not stated)	-6.2	3.2	2.1	-1.5	3.8	0.2	1.2	2.5	-9.9
CC(C)(C)c1cc(CN(CCO)CCO)c(O)c(C(C)(C)C)c1	12.5	8.4	1.3	.	7.9	0.1	-0.6	-0.9	-15.4
O=c1c2cnn(-c3ccccc3)c2nc(-c2cccs2)n1-c1ccc(Cl)cc1	13.0	-0.1	21.1	-0.7	4.0[fluorescence artefact?]	0.2	-0.2	18.9	-2.7
Cc1nc(SCC(=O)N2CCOCC2)c2ccsc2n1	-12.1	4.8	21.7	1.1	-1.3[fluorescence artefact?]	0.0	1.5	5.1	22.6
Cc1ccc(NC(=O)C2(c3ccccc3)CC2(Cl)Cl)cc1C (configuration not stated)	1.9	.	8.7	6.5	-1.7	-0.3	1.0	-1.2	22.2
C=CCn1c(=O)c2c(nc3n2CCN3c2cccc(Cl)c2C)n(C)c1=O	8.3	6.3	8.8	-7.1	0.0	-0.1	1.1	-24.0	29.6
Cc1ccc(C(C)C)c(OCCNC(=O)c2cncc(Br)c2)c1	15.1	16.7	-9.8	5.8	-7.9	-1.4	-4.3	14.4	56.2
Cc1nnc(SC(C)C(=O)Nc2ncc(Cl)cc2Cl)n1Cc1ccccc1 (configuration not stated)	10.5	0.3	1.9	-1.0	-16.3	0.4	0.1	-1.2	21.6

The list goes on.
SMILES	NPY1 pot ag	PGE2 EP2 inh	EP2 modulator	NPY-Y1 antag	14-3-3 Bad inh	TRPML3 ag	zfTRPN1 agonist	PPC-1+TRAIL kill	CHOP inhibitor
Cc1nc2c(C)cccn2c1C(=O)N/N=C/c1ccccc1[N+](=O)[O-]	0.7	12.7	-15.8	.	0.6	0.5	-0.2	18.7	6.7
CCN1CCN(c2nn3c(=O)c4ccccc4nc3c3ccccc23)CC1	-41.0	11.5	6.0	11.3	-2.0	0.6	0.6	2.3	11.1
O=C(CNc1ccccc1)N/N=C/c1ccc([N+](=O)[O-])o1	20.9	18.6	-5.5	-2.1	-4.2	1.2	1.5	-1.5	-1.0
Cc1ccccc1CS(=O)(=O)Cc1ccc(C(=O)NCCCN2CCOCC2)o1	8.6	.	19.8	2.4	-4.2	0.2	3.1	-5.3	4.1
O=C(/C=C/c1ccc(Cl)cc1)Nn1c(-c2cccs2)nc2ccccc2c1=O	-2.1	-1.7	3.2	3.3	-11.5[fluorescence artefact?]	0.3	-0.1	-3.3	22.7
Cc1ccccc1C(=O)N1CCC(C(N)=O)CC1	-4.5	-2.8	0.7	-1.9	4.6[fluorescence artefact?]	0.6	0.7	16.9	2.2
CC(=O)Nc1ccc(S(=O)(=O)N[C@@H](C)C(=O)OCc2cc([N+](=O)[O-])cc3c2OCOC3)cc1	11.4	0.2	10.5	.	0.8	-0.1	0.8	6.7	3.3
CC(=O)/C(C#N)=C1\NC(=O)C(Cc2ccccc2)S1 (configuration not stated)	1.5	16.7	-1.7	-7.1	41.4	0.6	2.6	.	-8.8
CCOc1ccc(NC(=O)C2=C(C)NC(=S)NC2c2ccc(O)c(OC)c2)cc1 (configuration not stated)	18.4	4.0	11.3	7.8	13.1	-0.2	1.7	5.0	-46.4
O=c1[nH]c(-c2ccccn2)cc2ccccc12	1.1	13.1	-6.7	1.2	13.5	0.4	0.0	22.2	21.9
CCC(=O)N(C)CCc1cc2c(c(OC)c1/C=N/Nc1ccc(C(=O)O)cc1)OCO2	-9.5	4.1	-41.3	.	0.5	1.0	-1.2	23.3	-14.4
CCC(C)NC(=O)Cn1cnc([N+](=O)[O-])c1 (configuration not stated)	-5.4	6.2&4.5	9.8&-4.3	-1.6	2.3	-0.6	-0.8	13.0	-14.2
COc1cc(OC)nc(NC(=O)CSc2nc3ccccc3o2)n1	-36.0	9.2	16.2	4.6	3.7	1.0	-0.8	27.3	26.9
O=C(CCn1nnc2ccccc2c1=O)NCC1CCC(C(=O)O)CC1 (configuration not stated)	11.7	5.2	11.8	0.6	0.1	1.3	0.2	-3.5	26.8
COc1cc(OC)cc(C(=O)N[C@H](C(=O)OCn2nnc3ccccc3c2=O)C(C)C)c1	31.6	7.3	13.3	2.1	-4.2	-0.5	-1.7	1.0	23.5

(listing goes on)
SMILES	NPY1 pot ag	PGE2 EP2 inh	EP2 modulator	NPY-Y1 antag	14-3-3 Bad inh	TRPML3 ag	zfTRPN1 agonist	PPC-1+TRAIL kill	CHOP inhibitor
CC(=O)N1c2c(cc(Br)cc2S(=O)(=O)Nc2c(C)n(C)n(-c3ccccc3)c2=O)CC1C (configuration not stated)	-19.4	4.0	8.4	3.1	-9.2	0.6	0.0	.	-8.3
CSc1nc(NCc2ccco2)c2c3c(sc2n1)CN(C)CC3	3.4	6.2	-12.0	0.8	-7.9	0.0	0.3	.	1.9
CCOc1ccc(S(=O)(=O)Nc2nc3ccc(OC)cc3s2)cc1	-2.8	13.2	13.5	8.4	4.6	0.7	-0.7	-4.1	-11.3
Cc1cc(OCC(=O)N(C)C2CCCCC2)ccc1Cl	-0.8	1.0	-25.3	5.7	7.5	-0.4	-0.6	4.7	22.3
COC(=O)c1n[nH]c2ccccc12	-6.9	9.9	-6.8	0.7	4.9	1.2	-0.2	-3.1	2.9
Nc1nc(N)nc(COc2ccccc2)n1	-10.7	8.8&5.1	-18.6&-5.0	5.2	-22.4	1.2	1.1	1.8	-8.9
CCN(CC(=O)Nc1sc2c(c1C#N)CCC(C)C2)CC(=O)NC1CCS(=O)(=O)C1 (configuration not stated)	7.6	2.6	-29.9	-3.5	-1.3	0.8	2.6	10.8	-0.3
COc1cc(/C=C2\SC(=Nc3ccccc3)N(Cc3ccco3)C2=O)ccc1OC(C)C(=O)O (configuration not stated)	14.0	2.7	14.9	3.7	-0.2	-0.1	0.2	27.9	19.2
CCCNC(=S)N1CCC(C(=O)c2ccc3c(c2)OCCO3)CC1	9.3	7.2	-13.7	-2.3	2.7	2.1	6.0	-3.7	-17.3
CCN(CC)c1ccc(S(=O)(=O)N2CCOCC2)cc1NC(=O)c1cc(=O)c2ccccc2o1	-8.2	10.8	22.3	-3.9	-9.3	1.7	2.6	19.2	43.7
O=C1OC(c2ccc(Cl)cc2)/C(=C(/O)c2ccccc2)C1=O (configuration not stated)	-4.6	13.4	15.3	2.5	52.8	0.3	-0.5	11.3	0.5
CCN(CC)S(=O)(=O)c1ccc(N2CCOCC2)c(NC(=O)c2cc(=O)[nH]c3ccccc23)c1	6.6	0.3	4.5	4.6	-7.9	0.3	2.4	17.1	12.6
O=C(/C=C/c1ccccc1)NC(N1CCOCC1)C(Cl)(Cl)Cl (configuration not stated)	-11.1	1.1	4.6	10.2	-3.9	-0.2	-0.4	8.7	-9.6
C(=N\Nc1nn2cnnc2c2ccccc12)/c1ccco1	-11.1	2.8	-10.1	-7.2	-10.6	0.9	0.9	35.2	-16.4
Cc1oc(C(C)(C)C)cc1C(=O)Nc1ccc2c(c1)OCO2	12.2	11.1	-41.3	.	-0.7	-0.5	-1.1	2.9	-4.7

(more compounds)
SMILES	NPY1 pot ag	PGE2 EP2 inh	EP2 modulator	NPY-Y1 antag	14-3-3 Bad inh	TRPML3 ag	zfTRPN1 agonist	PPC-1+TRAIL kill	CHOP inhibitor
O=C(CSc1nnc2n(C3CCCC3)c(=O)c3ccccc3n12)N1CCCCCC1	91.5*	7.8	52.7	-10.2	10.2	-1.5	-1.9	10.4	42.3
Cc1nc(C/C(=N\Nc2ccccc2)c2ccc(O)cc2O)cs1	0.2	3.3	64.3*	2.6	-11.6	-0.1	1.4	9.1	53.4
COc1ccc(/C(O)=C2/C(=O)C(=O)N(c3ncccn3)C2c2ccc(OC)c(OC)c2)cc1 (configuration not stated)	-7.8	12.9	10.1	-1.1	9.6	1.0	0.4	-4.1	15.5
C/C(=N\NC(=O)c1ccc(NS(=O)(=O)c2cccs2)cc1)c1cccs1	-16.8	5.5	15.8	2.7	-4.4	-1.3	0.9	0.9	0.2
CC12CS(=O)(=O)CC1SC(=S)N2Cc1ccccc1 (configuration not stated)	7.9	5.3	0.7	-0.7	-17.5	0.5	0.5	5.3	-2.2
Cc1cc(Nc2ccccc2Cl)n2nnnc2n1	-2.2	16.1	-12.3	-0.9	9.3[fluorescence artefact?]	0.3	-0.2	-2.1	-5.2
O=C1CC(N2CCSCC2)C(=O)N1c1cccc(Cl)c1 (configuration not stated)	-4.0	10.3	15.0	-0.2	3.3	0.9	1.2	12.1	0.1
COc1ccc(CNC(=S)Nc2ccc3nc(N4CCOCC4)cc(C)c3c2)cc1	8.0	4.0	-75.8	10.7	-24.3	1.4	2.3	-21.4	19.6
